Screening data as filed in PubChem.
D1 agonist: agonists of human D1 dopamine receptor | P21728 | activation, % at 2 µM | AID 504660 | 360,000 compounds, 1% hits | HEK293 T-REx D1 cells, calcium flux, agonist mode; in the data active = activation above about 30%; also: 0% is about no effect
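Inducible HEK293 T-REx D1 cells, force-coupled to calcium signalling, were plated at 4000 cells/well with tetracycline and held overnight at 30 C. After no-wash calcium dye loading, compound-evoked calcium rise over 180 s flagged agonists.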
RXFP1 ag: agonists of human relaxin receptor RXFP1. Q9HBX9. HEK293T-RXFP1 cAMP TR-FRET, 30 min; response scale: percent of porcine relaxin response, buffer zero. Potency, µM (doses to about 57.5 µM), without a hit: top-dose activation, actives largely listed as activators. 370,000 compounds, 0.3% hits; active = well fitted activation curve with a large enough effect; inconclusive = small, poorly fitted or top-dose-only effect; also: potency is read from the fitted curve at half-maximal effect; % is scaled to controls: 0 for no effect and ±100 for the full control effect; nearly all actives have a fitted effect of over 60% in size; many of its hits are not listed in these tables
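Agonist response is measured as cAMP accumulation in an RXFP1-transfected HEK293T line under PDE4 inhibition. Values are scaled between buffer-only and 29 nM porcine relaxin, and EC50s come from standard Hill equation fits.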
RXFP1 antagonist: RXFP1 (human) relaxin receptor antagonism | activity change, negative = inhibition, % at 57.5 µM | 350,000 compounds, 0.59% hits | HEK293-RXFP1, relaxin-stimulated cAMP HTRF, 30 min; active compounds read low | AID 1259400 | Q9HBX9;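 active = activity change of -60% or lower, but not beyond a set lower limit; inconclusive = change between -60% and -40%, or beyond the set limit; inactive = change above -40%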; also: % is scaled to controls: 0 for no effect and ±100 for the full control effect
D1 antag: human D1 dopamine receptor antagonism. HEK293 TREx D1 cells, calcium flux, dopamine EC80; active compounds read low. activity change, negative = inhibition, % at 10 µM. 360,000 compounds, 3.2% hits; in the data active = activity change below about -30%; also: % is scaled to controls: 0 for no effect and ±100 for the full control effect
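HEK293 T-REx cells expressing inducible, force-coupled D1 receptor; no-wash Ca dye, 30–90 min RT. Cmpd → 180 s read at 1 Hz → EC80 DA → 180 s read.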
D1 PAM: potentiators of human D1 dopamine receptor; HEK293 TREx D1 cells, calcium flux, dopamine EC20 potentiation; potentiation, % at 10 µM; 360,000 compounds, 0.036% hits; in the data active = potentiation above about 30%; also: 0% is about no effect
TRHR PAM: allosteric enhancers of human TRH receptor. 360,000 compounds, 0.66% hits. TRHR cells, fluo-8 calcium fluorescence, EC20 TRH enhancement. AID 493056. enhancement, % at 2 µM; in the data active = enhancement above about 30%; also: 0% is about no effect
Target sequence (P34981 whole entry, looked up): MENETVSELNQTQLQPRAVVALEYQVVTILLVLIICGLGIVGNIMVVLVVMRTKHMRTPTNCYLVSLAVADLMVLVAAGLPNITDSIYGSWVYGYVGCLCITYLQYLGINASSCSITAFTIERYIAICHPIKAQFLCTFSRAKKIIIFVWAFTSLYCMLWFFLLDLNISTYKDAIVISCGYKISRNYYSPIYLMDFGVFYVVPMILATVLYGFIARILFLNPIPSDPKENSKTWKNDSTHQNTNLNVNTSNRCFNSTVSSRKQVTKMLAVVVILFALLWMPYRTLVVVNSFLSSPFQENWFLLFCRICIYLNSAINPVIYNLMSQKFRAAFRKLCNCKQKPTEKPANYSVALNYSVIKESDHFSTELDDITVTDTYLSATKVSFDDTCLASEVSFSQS
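Enhancer read-out: after compound pinning and an initial kinetic agonist-mode read, an EC20 of TRH (10 nM final) was injected and fluo-8 calcium signal (Ex 480/Em 530) followed at 1 s/cycle for 100 cycles in TRHR-expressing cells.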
D2 antag: antagonizes the human D2 dopamine receptor | 340,000 compounds, 2% hits | AID 485344 | HEK293 TREx D2 cells, calcium flux, dopamine EC80 | inhibition, % at 10 µM; in the data active = inhibition above about 30%; also: 0% is about no effect
Target sequence (P14416 whole entry, looked up): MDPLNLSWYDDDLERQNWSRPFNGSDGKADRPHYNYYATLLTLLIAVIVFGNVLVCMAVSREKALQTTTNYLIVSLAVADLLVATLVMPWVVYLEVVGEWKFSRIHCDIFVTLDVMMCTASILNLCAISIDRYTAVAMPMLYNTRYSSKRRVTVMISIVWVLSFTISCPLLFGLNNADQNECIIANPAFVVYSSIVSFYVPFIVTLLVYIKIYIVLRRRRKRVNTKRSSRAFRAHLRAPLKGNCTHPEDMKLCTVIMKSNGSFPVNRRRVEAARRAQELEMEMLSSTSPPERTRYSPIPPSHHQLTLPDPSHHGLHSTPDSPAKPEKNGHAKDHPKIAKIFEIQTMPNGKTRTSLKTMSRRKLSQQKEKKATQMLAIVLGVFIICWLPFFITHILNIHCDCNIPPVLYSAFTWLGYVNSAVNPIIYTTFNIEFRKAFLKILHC
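Antagonism is scored as inhibition of an EC80 dopamine-evoked calcium signal in a force-coupled, tetracycline-inducible HEK293 T-REx D2 line, with compound present 180 s before agonist.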
D2 PAM: positive allosteric modulators of human D2 dopamine receptor. AID 485347. 340,000 compounds, 0.34% hits. HEK293 T-REx D2, calcium flux, EC20 dopamine potentiation. P14416. potentiation, % at 10 µM;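 active = potentiation over 3 SD above the plate norm, cut at about 30% in these data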; also: 0% is about no effect
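Tetracycline-induced Hek293 Trex D2 cells, force-coupled to calcium, loaded with no-wash calcium dye. Compound added with 180 s kinetic read for agonism, then EC20 dopamine and a further 180 s read for potentiation.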
D2 agonist: agonists of human D2 dopamine receptor. P14416. HEK293 T-REx D2 cells, calcium flux agonist mode. activation, % at 2 µM. 340,000 compounds, 0.53% hits. AID 485358;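 active = activation over 3 SD above normal in the single-dose calcium agonist read, cut at about 30% in these data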; also: 0% is about no effect
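Tetracycline-induced HEK293 Trex cells with D2 receptor force-coupled to calcium signaling, plated overnight at 30 C and loaded with no-wash calcium dye. Calcium flux read kinetically for 180 s after compound addition; responses flag agonists.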
The depositor's hits bear a star; ? = inconclusive; . = not tested or not shown; & = joins results of further samples.

Screens in order – D2 antag, D2 PAM, D1 PAM, RXFP1 antagonist, RXFP1 ag, D2 agonist, TRHR PAM, D1 agonist, D1 antag
CN1CCN(CC(O)COc2ccc(C(=O)O)cc2)CC1 (configuration not stated)
    -13, -1, -3, -11, 0.2%, -0.2, 9, 5, 13
Cc1ccc(CSc2ccc(C(=O)N3CCOCC3)cc2[N+](=O)[O-])cc1
    -4, -7, -3, -4, -1.8%, 0.1, -8, 9, 3
COc1ccccc1N1CCN(Cc2cc3c(cc2Br)OCCO3)CC1
    104*, -27, -7, ?, -1.4%, -1.3, -6, 2, -12
Cc1ccccc1NC(=O)C(=O)c1cn(C)c2ccccc12
    0, -1, 3, -13, 0.1%, -0.4, 9, 2, 28
COc1ccccc1N1C(=O)c2cccc3c(N(C)CCO)ccc(c23)C1=O
    -7, 1, 1, 1, 1.3%, 16, 5, 56*, 5
O=C(CN1C(=O)/C(=C/c2c(F)cccc2Cl)Oc2ccccc21)NCc1ccco1
    -12, -2, -1, ., -0.7%, 0.2, 26, 10, -13
Nc1ncc(CCN2CCOCC2)c(-c2ccc(F)cc2)n1
    11, -2, 4, 8, 0.4%, -0.4, -4, 0, 6
Cc1cccc(OCC(O)CN2CCN(C3CCCCC3)CC2)c1 (configuration not stated)
    7, -8, 2, 3, 3.3%, 0.4, 3, 3, -1
CCOCCc1nnc(NC(=O)C(=O)c2cc(C)n(-c3ccc(C)c(C)c3)c2C)s1
    ., 5, -1, -21, -0.5%, -0.1, -3, 2, 0
COc1ccc(C(=O)Cn2c(C(=O)/C=C/c3ccccc3)nc3ccccc32)cc1
    -2, 2, -3, -15, 27%, 1.4, 2, 7, 7
O=C(N/N=C/c1cccc(F)c1)c1c(O)c2ccccc2[nH]c1=O
    -6, 12, -7, -2, -0.5%, -0.1, 5, 3, 9
Cc1cccc(OCCOC(=O)c2c(-c3ccccc3)noc2C)c1
    -5, 0, -4, -15, 1.8%, 0.2, 0, 6, -3
Cc1cc(Br)cc(C)c1NC(=O)c1cnc2ccccn2c1=O
    ., 4, 4, -11, 28%, -0.5, -2, -1, 6
Cc1nc2ccccc2n1CCc1nc2c3ccccc3nc(SCc3ccc(C#N)cc3)n2n1
    ., 8, -1, 6, 0.1%, 0.2, 4, 3, -7
CCN1CCN(c2cc(C)c3cc(NC(=O)c4cccnc4Cl)ccc3n2)CC1
    5, -8, 1, -10, 3.0%, 0.2, -7, 0, -11
Cc1cc(-c2n[nH]c(=S)n2/N=C/c2ccccc2[N+](=O)[O-])n[nH]1
    -8, 2, -7, 1, -0.8%, 3.2, 2, 2, -6
O=C(O)CCN1C(=O)C2C3c4ccccc4C(c4ccccc43)[C@@H]2C1=O (some centres not stated)
    -19, -14, 2, -2, 1.2%, -0.2, -4, 3, -31*
COc1cc(NC(=O)CCn2nc(C)cc2C)cc(OC)c1OC
    ., 6, -4, -5, -0.2%, 1.8, -2, 2, 35
CCOC(=O)Cn1c(=O)oc2cc(S(=O)(=O)Nc3ccc(F)cc3)ccc21
    5, 7, 0, ., 3.1%, 0.1, 4, 77*, -66*
CCOC(=O)c1c(NC(=O)CN2C(=O)NC(C)(c3ccc(Cl)cc3)C2=O)sc(C(=O)NC)c1C (configuration not stated)
    10, 12, -6, 2, 4.7%, 2.7, 4, 4, 22
COc1cccc(CN(Cc2ccco2)C(c2ccc(F)cc2)c2nnnn2C(C)(C)C)c1 (configuration not stated)
    -8, -2, -13, -14, -0.8%, 0.0, -4, 23, -34*
CC(=O)NCCn1c(SCC(=O)OCc2ccccc2)nc2ccccc2c1=O
    -4, 0, 1, 1, 2.6%, -1.3, 3, 2, -6
CC1CC(C)CN(C(=S)Nc2ccc(OC(F)F)cc2)C1 (configuration not stated)
    1, -4, -3, ., 0.1%, -0.8, 5, 5, -17
CCOC(=O)Cn1ncc(-c2ccccc2)c1N
    57*, -6, 0, 24, 0.0%, -0.4, 2, 0, -13
O=C1CN(S(=O)(=O)c2cccc(Cl)c2Cl)c2ccccc2N1
    10, -2, ., -11, 0.8%, 1.6, -1, 5, -2
COc1cccc(N2CCN(S(=O)(=O)c3ccc4c(c3)CC(C)N4C(=O)C3CC3)CC2)c1 (configuration not stated)
    19, -7, -7, 11, 1.1%, 0.1, 2, 0, -9
Cc1nc(-n2[nH]c3c(c2=O)CCCC3)[nH]c(=O)c1Cc1ccccc1
    3, 8, 1, 10, -4.9%, 0.5, 4, 61*, -3
COc1ccccc1NC1=C(N2CCCCC2)C(=O)c2ccccc2C1=O
    7, 5, -5, 14, -0.9%, 0.0, 13, 2, -16
CC(OC(=O)C12CC3CC(CC(O)(C3)C1)C2)C(N)=O (configuration not stated)
    3, -4, -4, -6, -0.1%, 0.9, -5, 2, 7
Cc1c(NC(=O)c2ccccc2)cc(C(C)C)c(O)c1S(=O)(=O)c1ccc(Cl)cc1
    ., 4, 0, ?, -0.2%, 1.1, -13, 9, -1
CCCCc1nnc(NC(=O)CSCc2cc(=O)n3ccsc3n2)s1
    6, -3, 0, -7, 10%, -0.2, -6, 3, -3
Cc1ccc(-c2csc3ncn(CC(=O)N4CCOCC4)c(=O)c23)cc1
    19, -5, 3, -9, 0.2%, -0.7, -2, 0, -11
Cc1ccc2c(CC(=O)NCc3ccc4c(c3)OCO4)coc2c1
    -12, 17, -5, 0, 1.8%, -0.9, 1, 0, -22
O=S(=O)(NCc1ccccc1)NCc1ccccc1
    -15, 6, -5, -1, -0.9%, -0.3, 0, 0, -10
CC(=O)Nc1ccc(C(=O)OCC(=O)Nc2ccc(N3CCOCC3)cc2)cc1
    6, 0, 4, -3, 1.7%, 0.3, 3, -1, 12
C=CCNC(=O)CN(Cc1ccccc1)S(=O)(=O)c1ccc(C)cc1
    -3, -2, 5, 1, -3.7%, -1.6, 0, 4, -4
O=C(COc1ccc(Br)cc1)N/N=C1\SCC(=O)N1c1ccc(F)cc1
    2, 6, 1, 17, 1.8%, -1.2, 1, 1, 3
Cc1nnc(SCC2=C(C(=O)O)N3C(=O)C(NC(=O)Cn4nc(C(F)F)c(Cl)c4C)C3SC2)s1 (configuration not stated)
    -3, 13, 5, -8, -0.6%, -1.7, 7, 3, -7
CCOC(=O)C1=C(CS(=O)(=O)c2ccc(C)c(C)c2)NC(=O)NC1c1ccc(O)cc1 (configuration not stated)
    -2, 3, 6, 2, -1.4%, -0.2, -2, -3, -1
Cc1nn(-c2cc(C(F)(F)F)ccc2Cl)c2nc(C(Cl)(Cl)Cl)[nH]c(=O)c12
    -2, -2, -16, -29, 1.6%, -1.3, 0, 4, -38*
Cc1ccc(N/C(CSC(N)=O)=N/S(=O)(=O)c2ccccc2)cc1
    5, 8, 4, -3, -0.3%, -0.3, -3, 3, 7
Cc1cc(NC(=O)c2cc3n(n2)C(C(F)(F)F)CC(c2ccco2)N3)no1 (configuration not stated)
    ., ., -6, -28, 0.0%, ., 0, 1, 1
COC(=O)C(Cc1cnc(Cl)s1)(C(=O)OC)c1ccccc1[N+](=O)[O-]
    -9, 14, -3, 5, 1.2%, 0.3, 1, -1, -1
COc1cc(C2=NOC(C(=O)NCc3ccc(F)cc3)C2)cc(OC)c1OC (configuration not stated)
    1, 9, -4, -5, 1.5%, -1.4, -2, 1, -2
O=P(Cc1ccccc1)(c1ccccc1)c1ccccc1
    7, 5, -12, ., 1.2%, -0.8, 2, 1, -25
C=CCNC(=S)/N=c1\sccn1C
    -39, -2, -2, -6, -0.6%, -0.9, 5, 1, 12
COc1ccc(/C=C(\NC(=O)c2ccc(C)cc2)C(=O)NCCCn2ccnc2)cc1OC
    -2, -9, -2, -1, 3.4%, -0.3, 6, 2, 2
O=C(Nc1ccnn1C1CCN(CCCC2CCCC2)CC1)c1ccccc1Cl
    -26, -16, -1, -12, -6.5%, 5.3, 18, 14, -13
FC(F)(F)c1cnc(NNC(=S)Nc2cccnc2)c(Cl)c1
    9, 8, 1, 8, -2.8%, 0.7, 5, 3, 1
Cc1cccc(NS(=O)(=O)c2cccc(C(=O)N3CCN(c4ccccn4)CC3)c2)c1
    13, -1, -7, -3, -0.4%, 0.2, -5, 3, -3
CC1=C(C(=O)Nc2ccc(C)cc2C)C(c2ccc(Cl)cc2)n2nc(C(=O)OC(C)C)nc2N1 (configuration not stated)
    -9, 11&6, 0&6, -6, -4.8%&0.6%, -0.5&1.0, -11&2, -2&4, 3&-2
CCN(CCO)C(=O)C12CCC(C)(C(=O)C1)C2(C)C (configuration not stated)
    29, -1, -5, -8, 2.5%, 0.0, 1, 0, 4
O=C(Nc1cccc2ccccc12)c1ccccc1
    11, 1, -3, 3, 0.9%, 0.2, 8, 2, 8
NC(=O)NCCCC(NC(=O)c1ccc(C#CC2(O)CCCCC2)cc1)C(=O)O (configuration not stated)
    -8, 0, -4, 9, 0.8%, 0.5, 43*, 4, -4
CC(C)NC(=O)CCCn1c(=S)[nH]c2cc3c(cc2c1=O)OCO3
    11, -6, -3, ?, 4.3%, 0.3, -2, 1, 7
Cc1ccccc1Cn1nc(C)c(NC(=O)c2cc3n(n2)C(C(F)F)CC(C(F)F)N3)c1C (configuration not stated)
    ., ., -2, 4, 1.9%, ., 6, -1, -51*
Cc1sc2nc(CSCC(=O)Nc3ccc(N4CCOCC4)cc3)[nH]c(=O)c2c1C
    -15, 8, 2, 11, 2.5%, 0.2, -6, 4, -1
S=C(NCCc1ccc(Cl)cc1)NC1CCCC1
    -2, -1, -16, -7, 1.3%, -0.9, 8, 11, -4
Clc1ccc(-c2nnc3sc(Cc4cccs4)nn23)cc1
    1, 2, 2, 7, 0.7%, 0.1, -1, 2, -7
CCOC(=O)c1c(C(=O)OCC)c(C)n(Cc2cc(OC)c(OC)c(OC)c2)c1C
    20, -3, -3, -1, 1.8%, 25, 0, 4, 8
CC/C(O)=C1\C(=O)CCCC1=NCc1nc2ccccc2[nH]1
    ., ., -3, -16, 0.9%, ., 1, 3, 17
COc1ccc(-c2nn(Cc3ccccc3)cc2C(=O)N2CCN(c3ncccn3)CC2)cc1OC
    -56, 2, ., -5, -3.5%, 1.1, -13, 4, -19

Ordered by heavy-atom count (rising): some entries from above.
Screens in order – D2 antag, D2 PAM, D1 PAM, RXFP1 antagonist, RXFP1 ag, D2 agonist, TRHR PAM, D1 agonist, D1 antag
O=S(=O)(NCc1ccccc1)NCc1ccccc1
    -15, 6, -5, -1, -0.9%, -0.3, 0, 0, -10
CC/C(O)=C1\C(=O)CCCC1=NCc1nc2ccccc2[nH]1
    ., ., -3, -16, 0.9%, ., 1, 3, 17
Cc1sc2nc(CSCC(=O)Nc3ccc(N4CCOCC4)cc3)[nH]c(=O)c2c1C
    -15, 8, 2, 11, 2.5%, 0.2, -6, 4, -1
COc1ccc(/C=C(\NC(=O)c2ccc(C)cc2)C(=O)NCCCn2ccnc2)cc1OC
    -2, -9, -2, -1, 3.4%, -0.3, 6, 2, 2
CC1=C(C(=O)Nc2ccc(C)cc2C)C(c2ccc(Cl)cc2)n2nc(C(=O)OC(C)C)nc2N1 (configuration not stated)
    -9, 11&6, 0&6, -6, -4.8%&0.6%, -0.5&1.0, -11&2, -2&4, 3&-2

Only part of the results is shown, so the mix of outcomes need not match the whole.
